# Source: PubChem (The Scripps Research Institute Molecular Screening Center)
# FBW7 activator – FBW7 E3 ligase activators, primary screen, biochemical, AlphaScreen, human; normalized activity (activation), % at 26.1 µM; 650,000 compounds, 0.13% hits; AlphaScreen FBW7–phospho-cyclin E peptide binding, activator screen; F-box/WD repeat-containing protein 7 (Homo sapiens), Q969H0; in the data active = normalized activity above about 1.9%;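 note: purified mutant Fbw7 with reduced substrate affinity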
# MITF inh – MITF inhibitors, primary screen, biochemical, AlphaScreen, human; 650,000 compounds, 0.91% hits; inhibition, % at 2.6 µM; AlphaScreen MITF homodimerization, bead proximity signal; in the data active = inhibition above about 50%;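 note: 0% = vehicle wells with protein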
# Target sequence (O75030 whole entry, looked up): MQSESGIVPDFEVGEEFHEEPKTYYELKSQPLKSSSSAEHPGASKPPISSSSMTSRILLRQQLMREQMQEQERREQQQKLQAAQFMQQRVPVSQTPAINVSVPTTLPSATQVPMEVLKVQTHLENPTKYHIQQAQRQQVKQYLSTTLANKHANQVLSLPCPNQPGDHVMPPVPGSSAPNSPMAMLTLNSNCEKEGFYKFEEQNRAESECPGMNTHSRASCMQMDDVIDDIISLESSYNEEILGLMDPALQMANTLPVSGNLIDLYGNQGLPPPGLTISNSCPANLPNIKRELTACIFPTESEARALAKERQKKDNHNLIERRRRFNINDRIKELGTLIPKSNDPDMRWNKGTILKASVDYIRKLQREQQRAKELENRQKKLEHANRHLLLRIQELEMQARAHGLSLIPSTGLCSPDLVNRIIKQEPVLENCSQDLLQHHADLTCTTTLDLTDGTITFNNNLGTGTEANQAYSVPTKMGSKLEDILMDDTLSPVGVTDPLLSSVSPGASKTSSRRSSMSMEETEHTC
# GPR151 ag – activators of human GPR151, primary screen, cell-based, PathHunter beta-arrestin, luminescence. G-protein coupled receptor 151 (Homo sapiens), Q8TDV0. AID 1508602, 2020. 650,000 compounds, 1% hits. activation, % at 11.2 µM. PathHunter beta-arrestin GPR151 cells; in the data active = activation above about 4.9%;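 note: 0% = median of compound wells and 100% = cells with positive control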
# Target sequence (Q8TDV0 whole entry, looked up): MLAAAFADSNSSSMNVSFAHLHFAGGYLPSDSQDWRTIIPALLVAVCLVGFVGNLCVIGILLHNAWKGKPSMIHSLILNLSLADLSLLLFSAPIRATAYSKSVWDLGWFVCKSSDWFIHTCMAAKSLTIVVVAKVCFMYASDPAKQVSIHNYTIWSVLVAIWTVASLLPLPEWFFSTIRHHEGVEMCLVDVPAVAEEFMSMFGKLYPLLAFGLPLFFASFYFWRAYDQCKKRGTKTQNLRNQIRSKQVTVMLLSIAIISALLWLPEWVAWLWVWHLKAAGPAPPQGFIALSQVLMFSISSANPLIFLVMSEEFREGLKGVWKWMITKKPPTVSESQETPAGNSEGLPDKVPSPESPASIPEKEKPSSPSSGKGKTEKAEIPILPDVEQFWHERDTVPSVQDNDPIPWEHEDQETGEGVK
# TEAD-YAP inh – TEAD-YAP interaction inhibition, primary screen, TEAD-YAP interaction inhibitor project, luminescence, HEK-TIYL cells; AID 1259422, 2018; TEAD-Gal4/YAP UAS-luciferase luminescence; 640,000 compounds, 1.4% hits; inhibition, % at 9.12 µM; in the data active = inhibition above about 32%;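 note: 0% = median of test compound wells and 100% = reference inhibitor wells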
# * = called active by the depositor.
# The opening 3 records as a preview:
# Each structure is followed by: FBW7 activator, MITF inh, GPR151 ag, TEAD-YAP inh
CC1=NN2C(=N)/C(=C\c3cc(C)n(-c4ccc(F)cc4)c3C)C(=O)N=C2S1
  -0.1, -7.2, 3.0, 7.4
Cc1ccc(CNC(=O)C2CC(=O)N(C3CCCCCC3)C2)cc1 (stereo unspecified)
  0.1, -6.8, 1.5, 1.8
COC(=O)c1sc2ccccc2c1NC(=O)c1cc(OC)cc(OC)c1
  0.0, 1.8, 0.7, 3.7

# The list itself (from the top)
# Each structure is followed by: FBW7 activator, MITF inh, GPR151 ag, TEAD-YAP inh
CC1=NN2C(=N)/C(=C\c3cc(C)n(-c4ccc(F)cc4)c3C)C(=O)N=C2S1
  -0.1, -7.2, 3.0, 7.4
Cc1ccc(CNC(=O)C2CC(=O)N(C3CCCCCC3)C2)cc1 (stereo unspecified)
  0.1, -6.8, 1.5, 1.8
COC(=O)c1sc2ccccc2c1NC(=O)c1cc(OC)cc(OC)c1
  0.0, 1.8, 0.7, 3.7
CCc1ccc(Nc2nnc(SCC(=O)Nc3ccc(C(N)=O)cc3)s2)cc1
  0.0, 17.6, 3.6, -22.8
COc1cccc(/C=C/c2nc3ccccc3c(=O)n2-c2ccc(Oc3ccc(Cl)cc3)cc2)c1OC
  -0.1, 5.6, 2.0, 4.3
Cc1cccc(CN2C[C@@H](Sc3ccccn3)C[C@H]2C(=O)N2CCOCC2)c1
  0.2, 4.6, -1.0, 14.1
O=C(c1ccccc1Br)N1CCN(c2ccc([N+](=O)[O-])c(NCc3ccccc3)c2)CC1
  -0.5, -14.7, 1.0, -15.2
CC12C=CC(C)(O1)C1C(=O)N(c3cccc([N+](=O)[O-])c3)C(=O)C12 (stereo unspecified)
  -0.1, 0.1, 1.2, -5.0
O=C(O)c1ccc(-n2cnnn2)cc1Cl
  -0.1, 9.5, 1.6, 5.7
Cc1ccc(/C=N/NC(=O)c2cc(C(C)C)[nH]n2)cc1
  0.2, -3.3, -0.3, 36.0*
Nc1nc(-c2cccnc2)nc2ccccc12
  -0.1, -0.3, 1.8, -15.0
COc1cc(OC)cc(C(=O)NCc2ccccc2Cl)c1
  0.0, 6.3, -0.7, 8.7
Cc1cc(NC(=O)Cn2ncc3c(=O)oc4ccccc4c32)no1
  0.0, 4.3, 0.7, 1.7
CSc1cccc(NC(=O)C2C3C=CC4(O3)C2C(=O)N(C(C)(C)C)C4C(=O)NC2CCCC(C)C2C)c1 (stereo unspecified)
  0.0, -13.8, -0.2, 7.0
O=C(CN1C(=O)/C(=C\c2ccc(C(F)(F)F)cc2)Sc2ccccc21)N1CCCC1
  0.0, -12.6, 1.0, -12.0
O=C1N(Cc2cccc(Cl)c2)CCN1c1ccc(F)cc1F
  0.7, 2.3, -2.9, -8.6
COc1ccc2nc(SCCN3CCOCC3)[nH]c2c1
  0.0, -3.4, -0.7, -20.6
Cc1ccc(S(=O)(=O)Nc2ccccc2C(=O)Nc2nc(-c3ccc(Br)cc3)cs2)cc1
  -0.3, -8.0, 1.9, 38.1*
CCC(C)n1c(=N)c(C(=O)NC2CCCCC2)cc2c(=O)n3cc(C)ccc3nc21 (stereo unspecified)
  0.1, 0.1, 1.2, 6.4
O=C(c1cc2nc(-c3ccc4c(c3)OCO4)cc(C(F)(F)F)n2n1)N1CCN(c2ccccc2Cl)CC1
  0.5, -0.2, -2.3, 2.5
CN1CCN(/N=c2\cc(-c3ccccc3)oc3ccccc23)CC1
  -0.2, -5.3, -0.9, -18.1
CCc1cccc(NC(=O)CCNS(=O)(=O)c2cc(Br)cnc2N)c1
  -0.1, -6.0, 0.1, 0.7
O=C(c1nn2c(C(F)(F)F)cc(-c3ccco3)nc2c1Cl)N1CCN(Cc2ccccc2)CC1
  0.3, -4.8, -0.4, -14.6
Oc1ccc(/C=N/Nc2ccnc3cc(Cl)ccc23)c(O)c1
  0.0, 2.3, -0.2, -18.7
COc1ccc(OC)c(N2CC(O)(c3ccc([N+](=O)[O-])cc3)[N+]3=C2SCCC3)c1 (stereo unspecified)
  0.0, -0.1, 3.1, 1.7
O=C(Cc1ccc([N+](=O)[O-])cc1)NC(C(=O)O)C(O)c1cccc([N+](=O)[O-])c1 (stereo unspecified)
  -0.1, -1.8, -0.2, 14.4
Cc1cc(OCCCCN2C(=O)NC(C)(C)C2=O)cc(C)c1Cl
  0.2, 15.3, -1.6, -1.8
O=C1OC2(CCCCC2)OC(=O)C1=CNc1ccc(F)cc1F
  0.1, 9.5, 1.7, 10.0
O=C(NCCN1CCOCC1)c1ccc2nc(Nc3ccc(-n4ccnc4)cc3)sc2c1
  -0.2, -1.4, 0.4, -10.3
CCOC(=O)c1sc2nc(Cc3ccccc3)nc(N3CCN(c4ccccc4)CC3)c2c1C
  0.0, 7.4, 0.5, 5.3
CC(C)(C)c1cc(C(=O)N2CCOCC2)cc(C(C)(C)C)c1
  0.0, 0.9, -0.1, -5.2
COc1cc(OC)c(C(=O)NNC(=S)Nc2cccc3ccccc23)cc1OC
  -0.3, 1.3, 0.5, 11.3
COc1cc(CC2(CCC(=O)NCc3cc(F)ccc3C)CCC(=O)N2)ccc1F (stereo unspecified)
  -0.1, 10.6, 0.0, 1.4
C/C(CCc1ccc2c(c1)OCO2)=N\NC(=O)c1ccc(Br)cc1
  -0.2, -6.9, 1.2, -22.9
CC1(C2CCN(Cc3ccccn3)CC2)NC(=O)N(C2Cc3ccccc3C2)C1=O (stereo unspecified)
  0.0, 4.2, 0.8, 1.0
CC(C)CNC(=O)c1ccc(N2CC3CC(C2)c2cccc(=O)n2C3)c(NC(=O)c2ccc(C(C)(C)C)cc2)c1 (stereo unspecified)
  0.0, 2.2, 0.0, -4.5
Nc1ccc2nc(SCC(=O)NCCc3ccccc3)sc2c1
  -0.2, -4.5, 0.4, -22.0
CCCC(c1nnnn1Cc1ccccc1)N1CCN(Cc2ccccc2)CC1 (stereo unspecified)
  -0.1, 4.6, 0.6, 1.3
OCCN(CCO)C(CO)(CO)CO
  0.2, 9.1, -1.8, -4.5
O=C(Cn1cc2c(n1)CCCC2)NC1CCCC1
  0.1, 2.9, -1.3, -15.3
CC1=C(C(=O)OCCOc2ccccc2)C(c2ccc(C)o2)C2=C(CC(c3cccs3)CC2=O)N1 (stereo unspecified)
  -0.1, -11.3, 1.0, -6.3
O=c1oc(-c2ccc(Oc3cccc(-c4nc5ccccc5c(=O)o4)c3)cc2)nc2ccccc12
  1.5, 14.1, -0.2, -0.3
NC(=S)c1cc2cc([N+](=O)[O-])ccc2oc1=O
  -0.6, -1.9, -0.7, 0.1
CCOc1cc(S(=O)(=O)NCc2ccncc2)ccc1F
  0.7, 2.3, -0.3, 53.9*
Nc1c(C(=O)NCCc2ccccc2)sc2nc3c(cc12)CCCC3
  -0.1, 3.5, -0.1, -14.9
O=C(c1ccccc1[N+](=O)[O-])n1nc(NCc2cccs2)nc1NCc1cccs1
  0.1, -8.8, 2.0, -6.5
CN(CCC#N)CC(=O)Nc1ccc(Cl)c(Cl)c1
  0.1, -3.0, 0.1, -8.1
C=CCOC(=O)/C(=C\c1ccccc1)NC(=O)c1ccco1
  0.0, -2.5, -0.4, -8.6
COc1cc(CNC2CCN(C)CC2)cc(OC)c1
  0.1, 19.5, -0.6, 13.8
Cc1ccc(O)c(NC(=O)COc2cccc3ccccc23)c1
  -0.1, -3.9, -0.9, -14.8
COc1ccc(C2C(C(=O)Nc3ccc(F)cc3F)c3ccccc3C(=O)N2c2ccc(OC)cc2)cc1 (stereo unspecified)
  0.2, 13.2, 0.2, 6.0
COc1ccccc1-c1cnn2c(NCc3ccco3)ccnc12
  -0.3, -1.3, 0.1, -74.0
CCCN1C(=O)/C(=C/c2ccc(OCC)c(OCC)c2)NC1=S
  0.0, 16.2, 0.9, 2.0
Cc1nn(-c2ccc(F)cc2)c(C)c1CN1CCN(C)C(CCO)C1 (stereo unspecified)
  0.1, 13.0, -0.3, -1.1
CC1(C)CC(=O)C2=C(C1)c1oc(N)nc1C2c1ccoc1 (stereo unspecified)
  0.2, 1.1, -0.5, 7.3
O=C(NCCOC(=O)c1cc2ccccc2o1)c1ccccc1
  0.8, 11.4, -0.7, -3.7
COC(=O)c1ccc(CO/N=C/c2ccccc2OC)cc1
  0.1, -1.7, 0.2, -3.4
Cc1nc(-c2ccc(NC(=O)CC(C)C)cc2)cs1
  0.1, -2.3, -1.4, -27.8
COc1ccc(Cn2c(=O)c(CN(C)CC3COCCO3)cc3cc4c(cc32)CCC4)cc1 (stereo unspecified)
  -0.1, 1.0, 0.9, 1.2
CCOc1cc(/C=C2\NC(=S)NC2=O)cc(Cl)c1O
  0.1, 12.4, 0.0, 4.4

# (list continues)
# Each structure is followed by: FBW7 activator, MITF inh, GPR151 ag, TEAD-YAP inh
O=C(CCn1[nH]c(=O)c2ccccc2c1=O)OC1CCCCC1
  -0.1, 5.4, 3.1, -16.4
CC1Cc2ccccc2N1CC(=O)Nc1ccc(Cl)c([N+](=O)[O-])c1 (stereo unspecified)
  -0.1, -6.9, -0.1, -0.8
CCn1cc(C(=O)N2CCCC(c3c(S(C)(=O)=O)cnc4ncnn34)C2)cn1 (stereo unspecified)
  -0.1, 6.0, -0.9, -5.7
O=C(Nc1cccc(-c2nc3ccccc3o2)c1)c1ccc(Cl)c([N+](=O)[O-])c1
  0.2, 1.3, 0.5, 14.2
Cn1nccc1C(=O)NCC1CCC2(CCN(Cc3ccc(Cl)cc3)CC2)O1 (stereo unspecified)
  -0.1, 9.2, 0.0, -4.8
CC(C)n1cnc2c(Nc3ccc(N4CCOCC4)cc3)nc(N3CCc4ccccc4C3)nc21
  -0.1, 6.9, 1.2, 9.1
CCOC(=O)c1cn(CC(=O)Nc2cccc(Cl)c2)c2nc(C)ccc2c1=O
  0.2, 4.5, 1.2, 8.6
Cc1cc(C)c2oc(-c3ccc(NC(=O)c4cc(Cl)ccc4Cl)cc3)nc2c1
  0.0, 7.4, 0.5, 9.0
C=CCn1c(SCC(=O)Nc2ccc3c(c2)OCCO3)nc2sc3c(c2c1=O)CCC3
  -0.1, -1.8, 0.2, 3.3
CS(=O)(=O)N(CC(=O)NCc1ccco1)Cc1ccc(Cl)cc1
  -0.1, 7.7, 1.4, 4.5
Cc1cc(-c2ccc(OCC(N)=O)cc2)nc2ccccc12
  0.1, -3.5, 0.6, -20.7
CC(CNC(=O)CN1C(=O)CCSc2ccccc21)c1ccccc1 (stereo unspecified)
  0.5, 17.0, -0.9, -8.0
Cc1ccc(NC(=O)CSC2=C(C#N)C(c3ccco3)C3=C(CCCC3=O)N2)cc1C (stereo unspecified)
  0.9, -16.8, -1.7, -73.5
O=C(CN1CCN(S(=O)(=O)c2ccc(Cl)cc2)CC1)Nc1cc(C(F)(F)F)ccc1Cl
  0.1, 15.9, 0.8, 13.7
CC12CCC(CN(CC(O)Cn3c4ccccc4c4ccccc43)C1)C2(C)C (stereo unspecified)
  0.1, 14.1, -1.9, -9.3
COc1ccc(/C=N/NC(=O)c2cccc(N3CCCC3=O)c2)cc1OC
  -0.1, 6.8, -0.3, -12.0
CC1=C(C(=O)OCC(C)C)C(c2ccc(F)cc2)NC(=S)N1 (stereo unspecified)
  -0.1, 7.0, -0.9, 7.1
CCN(CC)c1ccc2cc(C(N)=O)c(=Nc3cccc(F)c3)oc2c1
  -0.1, -6.3, -0.3, 4.5
Cn1c(=O)c2c(nc(NCc3ccc4c(c3)OCO4)n2Cc2c(Cl)cccc2Cl)n(C)c1=O
  0.0, -1.7, 0.1, 3.7
CCc1ccccc1N(CC(=O)NCCSc1ccc(Cl)cc1)S(C)(=O)=O
  0.0, -3.5, -0.2, 2.6
Cc1ccc(CN[C@H]2C[C@H]3C(=O)N[C@@H](CO)C(=O)N3C2)cc1C
  0.7, 14.9, -0.5, -0.7
Cc1cccc(NC(=O)CSc2nnc(-c3cccs3)n2C)c1C
  0.0, -16.3, 0.3, 3.2
c1cnc(N2CCN(c3nc4ccccc4n4cnnc34)CC2)nc1
  -0.1, 5.3, 0.2, -3.5
CCOC(=O)c1c(NC(=O)c2cccc(F)c2)sc(C(=O)Nc2cc(C)ccc2C)c1C
  0.6, 14.8, 0.0, -10.8
CCCC(=O)N1CCN(c2ccc(NC(=O)COc3ccccc3)cc2)CC1
  0.5, 16.5, -0.1, 4.3
Cc1[nH][nH]c(=O)c1C(c1ccc(-c2ccc(C(=O)OC(C)C)cc2)o1)c1c(C)[nH][nH]c1=O
  -1.2, 0.3, -1.3, -27.3
COCC(=O)N/N=C(\C)CC(=O)Nc1ccc2c(c1)OCCO2
  0.8, 18.3, 1.1, 0.6
COc1cc(C2C(C#N)=C3NC(=O)c4c(sc5c4CCCC5)N3C3=C2C(=O)CCC3)cc(OC)c1OC (stereo unspecified)
  -0.1, -6.5, -0.3, 8.1
COc1ccc(CCNC(=O)c2cccc(Nc3cccnc3)n2)cc1
  0.1, -2.6, -1.7, 3.9

# Exported with each value named: entries from further up.
Cc1ccc(O)c(NC(=O)COc2cccc3ccccc23)c1
  FBW7 activator: -0.1
  MITF inh: -3.9
  GPR151 ag: -0.9
  TEAD-YAP inh: -14.8
C=CCOC(=O)/C(=C\c1ccccc1)NC(=O)c1ccco1
  FBW7 activator: 0.0
  MITF inh: -2.5
  GPR151 ag: -0.4
  TEAD-YAP inh: -8.6
Cc1cccc(NC(=O)CSc2nnc(-c3cccs3)n2C)c1C
  FBW7 activator: 0.0
  MITF inh: -16.3
  GPR151 ag: 0.3
  TEAD-YAP inh: 3.2
